ARNT-TACC3 inh = disruptors of human ARNT/TACC3 interaction; Q9Y6A5; AlphaScreen His-ARNT PAS-B/GST-TACC3 binding, luminescence; TACC3 fragment carries E629A point mutation; inhibition, % at 9.99 µM; actives 0.66% (n = 390,000);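 active = mean inhibition of replicates at least 50% and at least half of replicates each reaching 50%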;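 note: 0% = complete ARNT plus TACC3 wells and 100% = ARNT alone without TACC3; many hits fall short of the cut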
DENV2 CPE rescue = protects cells from dengue virus 2 cytopathic effect. DENV2-infected cells, cytopathic effect rescue, plate reader. CPE inhibition, % at 9.99 µM. actives 1.7% (n = 350,000); in the data active = CPE inhibition above about 20%, passing the limit was not always enough; tested in BHK-21 cells;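 note: 0% = median of neutral control wells and 100% = median of positive control wells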
Casp6 inh = inhibitors of human caspase-6; purified caspase-6, Z-VEID-R110 cleavage fluorescence; inhibition, % at 12.5 µM; actives 0.53% (n = 350,000); AID 686996;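 active = mean inhibition across replicates at least about 35%, with every replicate also reaching that limit, limit read from the data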;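 note: 0% = median of neutral control wells and 100% = no fluorescence left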
Target sequence (P55212 24-179 limits assumed): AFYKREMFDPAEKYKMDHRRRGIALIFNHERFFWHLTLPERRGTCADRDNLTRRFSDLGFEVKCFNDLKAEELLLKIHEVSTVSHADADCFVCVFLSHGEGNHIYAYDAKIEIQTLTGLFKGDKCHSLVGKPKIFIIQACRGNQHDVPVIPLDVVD
Target sequence (P55212 194-293 limits assumed): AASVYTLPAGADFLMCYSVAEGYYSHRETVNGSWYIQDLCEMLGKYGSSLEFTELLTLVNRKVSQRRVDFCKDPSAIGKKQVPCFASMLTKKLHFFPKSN
EWS-Fli inh = inhibitors of EWS/Fli oncoprotein transcriptional activity; A673 NR0B1-luciferase reporter, viability-normalised; inhibition, % at 12.6 µM; actives 0.67% (n = 350,000); AID 651661;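 active = mean inhibition of at least 50% after viability correction, with every replicate also passing that limit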;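 note: firefly luciferase signal divided by Alamar Blue viability fluorescence both relative to DMSO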
LGR2 inh = Drosophila LGR2 receptor signaling inhibition | inhibition, % at 9.99 µM | actives 0.35% (n = 380,000) | HEK293 LGR2, CRE-luciferase, bursicon-stimulated, 4 h | AID 720647;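 active = drop in luminescence signal, shown as inhibition above about 50% in the replicate tests, limit read from the data, passing the limit was not always enough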;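 note: agonist challenge used bursicon conditioned medium at about half maximal strength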
PAX8 inh HTS = inhibitors of PAX8 transcriptional activity in RMG-I cells | RMG-I TPO-luciferase reporter, SteadyGlo, 24 h | inhibition, % at 12.6 µM | actives 1.2% (n = 360,000);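 active = mean replicate inhibition at least 60% with every replicate also reaching 60%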;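 note: luciferase light reporting Pax8 driven TPO promoter activity; plate controls were median of neutral control wells for no effect and mitoxantrone controls for full effect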
SIRT5 inh = blocks human SIRT5 desuccinylation of peptide; Q9NXA8; Purified SirT5, succinyl-peptide AMC, trypsin-coupled fluorescence; inhibition, % at 15 µM; actives 1.1% (n = 330,000); AID 652115; in the data active = inhibition above about 15%
Target sequence (Q9NXA8 whole entry, looked up): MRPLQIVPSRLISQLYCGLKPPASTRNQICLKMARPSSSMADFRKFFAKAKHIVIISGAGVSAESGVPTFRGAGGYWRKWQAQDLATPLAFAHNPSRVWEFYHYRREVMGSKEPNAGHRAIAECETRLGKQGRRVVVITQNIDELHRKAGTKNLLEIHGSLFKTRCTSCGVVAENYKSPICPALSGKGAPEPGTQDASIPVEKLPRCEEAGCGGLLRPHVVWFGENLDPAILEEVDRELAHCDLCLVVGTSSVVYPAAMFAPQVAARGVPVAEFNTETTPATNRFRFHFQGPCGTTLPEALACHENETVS
Active calls of the source: *; . = no result given; & = joins results of further samples; ! = a repeat was not active.

Sample of the layout (15 entries):
SMILES	ARNT-TACC3 inh	DENV2 CPE rescue	Casp6 inh	EWS-Fli inh	LGR2 inh	PAX8 inh HTS	SIRT5 inh
C[C@@H]1CN([C@H](C)CO)C(=O)c2cc(NS(=O)(=O)c3ccc(Cl)cc3)ccc2O[C@@H](C)CCCCO[C@@H]1CN(C)CC1CCCCC1	-9	-26	.	61*	-4	78*	.
Nc1sc(-c2ccccc2)n[n+]1Cc1cccc2cccnc12	2	-1	1	11	3	12	-3
O=C(NC1Cc2ccccc2C1)[C@@H]1[C@@H](CO)[C@@H]2Cn3c(ccc(C4=CCCCC4)c3=O)[C@H]1N2CC1CC1	12	4	2	0	-14	.	-6
CCOc1cc(/C=N/NC(=O)c2cc(-c3cccc(OC)c3)nc3ccccc23)ccc1O	.	-5	-6	1	-5	-7	-2
CN(C(=O)COC(=O)c1c[nH]c2ccccc12)c1ccccc1	.	-9	1	-8	-10	-15	-2
COc1ccc(C2CC(c3ccccc3OC(C)=O)=NN2C(=O)/C=C/c2ccccc2)cc1OC (stereo not given)	-16	.	.	.	5	-10	.
O=c1c2ccccc2cnn1Cc1cccc(Br)c1	-9	16	1	-10	-30	-4	0
S=c1[nH]ncn1NCc1ccc(Cl)cc1Cl	-5	1	1	0	-9	8	-4
CO[C@@H]1CN(C)C(=O)c2cc(C#N)ccc2OCC[C@H]2CC[C@@H](OC)[C@@H](CN(C)C(=O)[C@H]1C)O2	-3	-3	-3	6	3	-27	-5
Oc1c(Br)cc(Br)cc1CNc1nccs1	-3	4	2	-5	-23	20	-4
CCN1C(=O)[C@H]2[C@@H](c3ccc(OC)cc3)N[C@]3(CCCN(Cc4ccc(C(F)(F)F)cc4)C3=O)[C@H]2C1=O	.	-12	8	8	-5	7	2
C[C@@H]1CN([C@H](C)CO)C(=O)c2cc(C#Cc3cccnc3)cnc2O[C@H]1CN(C)S(=O)(=O)c1ccccc1F	2	14	3	-9	2	1	-4
CO[C@H]1CN(C)C(=O)c2cc(NC(=O)c3cccc(F)c3)ccc2OC[C@H](C)N(CC2CC2)C[C@@H]1C	-1	-6	0	0	5	-9	4
O=C(C[C@H]1C=C[C@H](NC(=O)Nc2ccc3c(c2)OCO3)[C@H](CO)O1)NCCCN1CCOCC1	0	-4	-1	-9	2	-11	-5
CO[C@H]1CN(C)C(=O)c2cc(NC(=O)NC(C)C)ccc2OC[C@H](C)N(Cc2cncnc2)C[C@@H]1C	-8	.	.	-5	-6	6	.

The listing (from the top)
SMILES	ARNT-TACC3 inh	DENV2 CPE rescue	Casp6 inh	EWS-Fli inh	LGR2 inh	PAX8 inh HTS	SIRT5 inh
C[C@@H]1CN([C@H](C)CO)C(=O)c2cc(NS(=O)(=O)c3ccc(Cl)cc3)ccc2O[C@@H](C)CCCCO[C@@H]1CN(C)CC1CCCCC1	-9	-26	.	61*	-4	78*	.
Nc1sc(-c2ccccc2)n[n+]1Cc1cccc2cccnc12	2	-1	1	11	3	12	-3
O=C(NC1Cc2ccccc2C1)[C@@H]1[C@@H](CO)[C@@H]2Cn3c(ccc(C4=CCCCC4)c3=O)[C@H]1N2CC1CC1	12	4	2	0	-14	.	-6
CCOc1cc(/C=N/NC(=O)c2cc(-c3cccc(OC)c3)nc3ccccc23)ccc1O	.	-5	-6	1	-5	-7	-2
CN(C(=O)COC(=O)c1c[nH]c2ccccc12)c1ccccc1	.	-9	1	-8	-10	-15	-2
COc1ccc(C2CC(c3ccccc3OC(C)=O)=NN2C(=O)/C=C/c2ccccc2)cc1OC (stereo not given)	-16	.	.	.	5	-10	.
O=c1c2ccccc2cnn1Cc1cccc(Br)c1	-9	16	1	-10	-30	-4	0
S=c1[nH]ncn1NCc1ccc(Cl)cc1Cl	-5	1	1	0	-9	8	-4
CO[C@@H]1CN(C)C(=O)c2cc(C#N)ccc2OCC[C@H]2CC[C@@H](OC)[C@@H](CN(C)C(=O)[C@H]1C)O2	-3	-3	-3	6	3	-27	-5
Oc1c(Br)cc(Br)cc1CNc1nccs1	-3	4	2	-5	-23	20	-4
CCN1C(=O)[C@H]2[C@@H](c3ccc(OC)cc3)N[C@]3(CCCN(Cc4ccc(C(F)(F)F)cc4)C3=O)[C@H]2C1=O	.	-12	8	8	-5	7	2
C[C@@H]1CN([C@H](C)CO)C(=O)c2cc(C#Cc3cccnc3)cnc2O[C@H]1CN(C)S(=O)(=O)c1ccccc1F	2	14	3	-9	2	1	-4
CO[C@H]1CN(C)C(=O)c2cc(NC(=O)c3cccc(F)c3)ccc2OC[C@H](C)N(CC2CC2)C[C@@H]1C	-1	-6	0	0	5	-9	4
O=C(C[C@H]1C=C[C@H](NC(=O)Nc2ccc3c(c2)OCO3)[C@H](CO)O1)NCCCN1CCOCC1	0	-4	-1	-9	2	-11	-5
CO[C@H]1CN(C)C(=O)c2cc(NC(=O)NC(C)C)ccc2OC[C@H](C)N(Cc2cncnc2)C[C@@H]1C	-8	.	.	-5	-6	6	.
O=C(c1cc2ccccc2oc1=O)N1CCN(S(=O)(=O)c2ccccc2)CC1	-12	-6	4	5	18	-2	-1
C[C@H](CO)N1C[C@H](C)[C@H](CN(C)C)Oc2ccc(NC(=O)Nc3ccc(F)cc3)cc2C1=O	46*	8	-1	-275	-18	-4	-2
CCc1cc(-c2n[nH]c(C)c2-c2nc(C)cs2)c(O)cc1OC	9	-6	6	-14	-23	19	-3
CCN(CC(=O)NCc1ccc(Cl)cc1)C(=O)c1ccc(C#N)cc1	-3	-3	-2	-4	-18	1	0
COc1cc([N+](=O)[O-])ccc1NC(=O)CN1CCCC1	-3	4	2	-2	.	3	1
C[C@@H]1CCCCO[C@H](CN(C)S(=O)(=O)c2cn(C)cn2)[C@@H](C)CN([C@H](C)CO)C(=O)c2cc(NS(=O)(=O)c3ccc(F)cc3)ccc2O1	1	-15	-2	-1	-8	10	2
COc1ccc2c3c([nH]c2c1)[C@@H](CO)N(C(C)=O)CC31CN(C(=O)Nc2ccc(F)cc2)C1	.	16	2	2	14	.	-2
Cc1c(Br)c([N+](=O)[O-])nn1CC(=O)N1CCc2ccccc2C1	10	9	1	12	-2	11	-1
Cc1ccc(OCC(=O)N(Cc2cccc(Cl)c2)C2CCS(=O)(=O)C2)cc1C (stereo not given)	-8	11	.	-10	7	4	-3
Cc1cc(C(=O)COc2cc(F)ccc2[N+](=O)[O-])c(C)n1CC1CCCO1 (stereo not given)	-22	-4	-2	30	8	-10	1

Overlap with the part before: 2 entries, followed by the next part.
SMILES	ARNT-TACC3 inh	DENV2 CPE rescue	Casp6 inh	EWS-Fli inh	LGR2 inh	PAX8 inh HTS	SIRT5 inh
Cc1ccc(OCC(=O)N(Cc2cccc(Cl)c2)C2CCS(=O)(=O)C2)cc1C (stereo not given)	-8	11	.	-10	7	4	-3
Cc1cc(C(=O)COc2cc(F)ccc2[N+](=O)[O-])c(C)n1CC1CCCO1 (stereo not given)	-22	-4	-2	30	8	-10	1
O=C(NC1CCCCC1)c1ccc(-c2ccccc2[N+](=O)[O-])o1	7	-14	1	.	-93	-142	3
CCNC(=O)[C@@H]1[C@@H](CO)[C@@H]2Cn3c(ccc(C4=CCCC4)c3=O)[C@H]1N2Cc1ccncc1	7	-6	2	2	-14	.	-8
Cc1ccc(S[C@]2(C(=O)NCCCN(C)C)CC(=O)N(C3CCCCC3)[C@@H]2c2ccc(CO)cc2I)cc1	4	-4	0	6	.	10	-5
CC1CCCN(CCCNC(=O)c2ccc3c(c2)N(Cc2ccccc2F)C(=O)c2ccccc2S3(=O)=O)C1 (stereo not given)	8	-8	-15	.	3	22	-10
Cc1nn(Cc2nnc(SCC(=O)Nc3ccc(Cl)cc3)n2C)c(C)c1[N+](=O)[O-]	0	9	-4	11	5	6	-3
CC(O)CNc1ncnc2cc(-c3ccc(F)cc3)sc12 (stereo not given)	-5	2	0	-83	-41	-150	-3
Cc1[nH]c2ccccc2c1/C=N/NC(=O)C1CC1(c1ccccc1)c1ccccc1 (stereo not given)	3	.	.	.	-8	0	.
O=C(NCCc1c[nH]c2ccccc12)C(=O)NCC(c1cccnc1)N1CCN(c2ccccc2)CC1 (stereo not given)	4	1	-2	34	30	39	1
CC(C)COC(=O)COc1cc(Cl)c(Cl)cc1Cl	.	5	3	2	12	.	.
CCOc1ccc(Nc2nc(N(C)c3ccccc3)nc(N)c2[N+](=O)[O-])cc1	40	-1	2	11	-6	-8	-2
COc1ccc(CCN(C)C(=O)C(CCSC)NC(=O)c2ccco2)cc1OC (stereo not given)	-2	4	1	-14	0	-6	0
C[C@H](CCC(=O)O)[C@H]1CC[C@H]2[C@@H]3CC[C@@H]4C[C@H](O)CC[C@]4(C)[C@H]3C[C@H](O)[C@]12C	-6&-6&7	30*!	6&8&-12&1	5&4&-2&-6	-9&-7	12&-7&1	1&4&0&-3
O=C(Nc1cccnc1Cl)c1cc(-c2ccc(F)cc2)on1	-7	-9	-3	-30	-11	-12	8
Cc1nc2ccccc2n1CCOc1ccccc1	.	-2	1	8	-5	16	-6
CN(C)C(=O)c1ccc(-c2ccccc2[C@@H]2[C@@H](C#N)N(C(=O)C3CC3)[C@H]2CO)cc1	.	7	-4	1	-7	.	0
CCNC(=O)C1(C)CCN(C(=O)c2ccc(N(C)C)cc2)C1 (stereo not given)	.	-7	0	10	4	8	-1
C[C@@H]1CN([C@H](C)CO)C(=O)c2cc(Br)cnc2O[C@H]1CN(C)C(=O)Nc1ccccc1F	14	16&2	1&0	-5&1	10&1	-9&-3	-1
Cc1cccc(NC(=O)CCCC(=O)OC(C)C(=O)c2ccccc2)c1 (stereo not given)	-2	-6	-3	7	-9	5	.
CC=Cc1ccc2n(c1=O)C[C@@H]1[C@@H](CO)[C@H](C(=O)N[C@@H](C)c3ccccc3)[C@H]2N1Cc1ccncc1 (mixture of isomers)	-6	5	0	-1	-9	-1	-17
COc1cccc(C(=O)Nc2ccc3c(c2)C(=O)N(C)[C@@H]2CC[C@@H](CC(=O)NCCCN4CCOCC4)O[C@@H]2CO3)c1	-6	0	0	-1	-1	1	0
O=c1oc(-c2ccc(Cl)c(Cl)c2)nn1-c1ccc(C(F)(F)F)cn1	.	2	-1	-12	8	19	-2
CN(C)CC#Cc1ccc([C@H]2[C@@H](CO)N3CCCCN(C(=O)Nc4ccccc4F)C[C@H]23)cc1	5	16	-1	-7	-17	-10	0
COc1ccc(-[n+]2c(C)cc(/C=C3\Sc4ccccc4N3C)cc2C)cc1	.	7	-7	37	-1	80*	26*
Cc1ccc2c(c1)C(c1ccccc1)N(C(=O)c1ccc(Br)o1)CC(=O)N2 (stereo not given)	3	11	0	25	.	31	6
C=CCNC(=O)CN1CCC(NC(=O)c2ccco2)CC1	1	-2	-14	-5	5	-13	0
The results go on.
SMILES	ARNT-TACC3 inh	DENV2 CPE rescue	Casp6 inh	EWS-Fli inh	LGR2 inh	PAX8 inh HTS	SIRT5 inh
CO[C@@H]1CN(C)C(=O)c2ccc(NC(C)=O)cc2OC[C@@H](C)N(CCC(F)(F)F)C[C@H]1C	-4	4	0	7	-10	.	2
CC(Sc1n[nH]c(-c2ccccc2F)n1)C(=O)Nc1ccc(S(N)(=O)=O)cc1 (stereo not given)	.	0	0	5	-6	-7	4
Cc1ccc(NC(=O)CN(C)S(=O)(=O)c2cnc[nH]2)c(C)c1	.	-4	-3	-4	-18	-12	0
Cc1ccccc1-c1nc2c(s1)CCc1onc(-c3ccc(Cl)cc3)c1-2	1	105*	-5	-4	-2	1	-3
CCOC(=O)c1cc(-c2csc(Nc3ccccc3Cl)n2)on1	0	1	2	12	2	-20	-2
CCc1ccccc1NC(=O)CNC(=O)c1cc(C2CC2)nc2c1cnn2C(C)C	-1	-9	3	0	-17	-1	-1
CCN(Cc1ccccc1)S(=O)(=O)c1ccccc1Br	-11	1	0	-13	11	12	-4
Cc1ccc(C(=O)Nc2cccc(NC(=O)CN3CCCCC3)c2)cc1	0	-4	-2	-41	-2	0	.
CC12COC3(C(=O)NCCc4ccccc4)CC1CCC32C (stereo not given)	-5	.	-2	-9	-11	-40	-1
CN1CCN(C(=O)C[C@@H]2C[C@H]3c4cc(NC(=O)CC5CC5)ccc4O[C@H]3[C@@H](CO)O2)CC1	.	-4	-1	-6	2	.	-2
